Screening data as filed in PubChem BioAssay.
AMA1 RON2 block = qHTS for Inhibitors of AMA1-RON; Towards Development of Antimalarial Drug Lead: Primary Screen; Plasmodium falciparum AMA1 (3D7) - RON2 peptide interaction; AlphaScreen AMA1-biotinylated RON2 peptide binding; Potency, µM (titrated, usually from 58.2 µM), inactives show top-dose activity change, negative = inhibition, most hits filed as inhibitors; hit rate 0.2% among 360,000; AID 720542, 2013;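 further: potency means the concentration at half of the fitted maximal effect; 0% = vehicle wells and -100% = peptide control; nearly all actives have a fitted effect of over 45% in size; some results filed as inactive show a strong effect at the top dose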
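AMA1 (3D7) with his tag at 25 nM final met compounds first, then biotinylated RON2 peptide at 25 nM; detection used donor plus acceptor beads, 10 µg/mL apiece, read by AlphaScreen after 30 min at room temperature.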
Sm TGR inh = qHTS Assay for the Inhibitors of Schistosoma Mansoni Peroxiredoxins. purified TGR, DTNB reduction, TNB absorbance 405 nm. Potency, µM (highest dose often 114 µM), without a hit: top-dose activity change, negative = inhibition, hits mostly inhibitors. hit rate 3% among 360,000. AID 485364, 2010; further: potency means the concentration at half of the fitted maximal effect; nearly all actives have a fitted effect of over 60% in size
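First, TGR (20 nM dispensed) and NADPH were mixed with compound. Second, a 15 min room-temperature incubation followed. Third, further NADPH and then DTNB were added to start the reaction. Finally, TNB absorbance was monitored kinetically.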
AmpC inh no detg = qHTS Inhibitors of AmpC Beta-Lactamase (assay without detergent); hit rate 0.52% among 330,000; P00811; AmpC nitrocefin hydrolysis, absorbance 480 nm, 0.0001% Triton; Potency, µM (doses to about 57.1 µM), inactives show at the highest dose activity change, negative = inhibition, hits mostly inhibitors; AID 485341, 2010;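 further: potency means the concentration at half of the fitted maximal effect; plate controls were no compound for no effect and no enzyme for full effect; nearly all actives have a fitted effect of over 20% in size; some results filed as inactive show a strong effect at the top dose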
Target sequence (P00811 whole entry, looked up): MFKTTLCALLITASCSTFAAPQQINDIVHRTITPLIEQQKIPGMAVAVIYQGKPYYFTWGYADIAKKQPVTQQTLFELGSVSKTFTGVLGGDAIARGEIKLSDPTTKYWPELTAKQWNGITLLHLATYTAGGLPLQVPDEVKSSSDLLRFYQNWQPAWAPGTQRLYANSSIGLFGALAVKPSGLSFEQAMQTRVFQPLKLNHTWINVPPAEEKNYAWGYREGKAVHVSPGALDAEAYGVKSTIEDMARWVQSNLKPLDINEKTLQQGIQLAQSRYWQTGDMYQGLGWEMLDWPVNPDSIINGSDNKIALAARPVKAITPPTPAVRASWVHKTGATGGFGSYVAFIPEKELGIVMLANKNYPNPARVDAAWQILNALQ
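20 mM phosphate pH 7.0 + 0.01% (detergent screen) or 0.0001% Triton X-100; 5.3 nM AmpC reagent; cpd preinc 15 min RT; nitrocefin (800 uM stock) to start; A480 q20 s × 4 min; Activity was normalised to no-enzyme and no-compound control wells.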
Giardia FBPA inh = qHTS Assay for Inhibitors of Fructose-1,6-bisphosphate Aldolase from Giardia Lamblia; A8B2U2; purified Giardia FBPA; Potency, µM (series often up to 59.6 µM), for the others: top-dose activity, negative = inhibition, most hits filed as inhibitors; hit rate 0.71% among 290,000; AID 2451, 2010; further: potency means the concentration at half of the fitted maximal effect; nearly all actives have a fitted effect of over 55% in size
Target sequence (A8B2U2 whole entry, looked up): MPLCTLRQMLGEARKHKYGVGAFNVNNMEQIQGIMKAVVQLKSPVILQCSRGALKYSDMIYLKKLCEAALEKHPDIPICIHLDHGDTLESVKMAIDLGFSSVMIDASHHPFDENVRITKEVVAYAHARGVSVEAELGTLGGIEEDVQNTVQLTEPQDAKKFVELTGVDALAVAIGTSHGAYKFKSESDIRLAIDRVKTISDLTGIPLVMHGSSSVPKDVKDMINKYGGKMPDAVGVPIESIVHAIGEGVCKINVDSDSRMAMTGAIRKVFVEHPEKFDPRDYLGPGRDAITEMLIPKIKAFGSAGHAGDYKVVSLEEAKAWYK
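40 nM FBPA preincubated 10 min at RT with compound (up to 57.5 uM final), then substrate plus GAPDH/TPI/NAD/arsenate coupling and diaphorase/resazurin added. Fluorescence read after 20 min at RT, 525/598 nm.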
AmpC inh detg = qHTS Inhibitors of AmpC Beta-Lactamase (assay with detergent). AmpC hydrolysis of nitrocefin, absorbance 480 nm, 0.01% Triton. Potency, µM (titrated, usually from 114 µM), for the others: top-dose activity change, negative = inhibition, actives largely listed as inhibitors. hit rate 0.041% among 370,000. AID 485294, 2010;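 further: potency means the concentration at half of the fitted maximal effect; 0% = no-compound wells and -100% = no-enzyme wells; nearly all actives have a fitted effect of over 25% in size; some results filed as inactive show a strong effect at the top dose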
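AmpC (5.3 nM in the dispensed reagent) in 20 mM phosphate pH 7.0 with 0.01% (detergent screen) or 0.0001% Triton X-100 was preincubated with compounds for 15 min at room temperature. Nitrocefin was then added from an 800 uM solution, and hydrolysis was followed at 480 nm.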
HCMV antiviral = qHTS Assay for inhibitors of the human cytomegalovirus (HCMV); HFF cells, HCMV-luciferase reporter, 72 h; hits give low values; activity change, negative = inhibition, % at 57.5 µM; hit rate 4.5% among 410,000; AID 1259415, 2018; in the data active means activity change below about -60%; inconclusive means no clear call, values can overlap the other calls; inactive means above about -39%
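Inhibition of viral replication was scored as loss of reporter luminescence in HFFs infected with HCMV-luciferase (MOI 1 PFU/cell) for 72 h; compounds tested at 2 doses, normalized to buffer and Salinomycin controls.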
Starred values were filed as active, the others as inactive; ? = inconclusive; . = not tested or not shown; & = joins results of further samples; [ ] = dose if it differs, or a comment. Unless noted, the call rests on the fitted dose curve; in most records, active means well fitted curve in the direction sought with a large enough effect; inconclusive means small, poorly fitted or top-dose-only effect, or another doubt; inactive means no such curve, though single readings can be large; an effect the other way counts as inactive or inconclusive. Unless noted, on the % scale 0 is the no-effect control and ±100 the full control effect.

SMILES | AMA1 RON2 block | Sm TGR inh | AmpC inh no detg | Giardia FBPA inh | AmpC inh detg | HCMV antiviral
CC(C)Cn1c(N)c(C(=O)COC(=O)c2cnc(Cl)c(Cl)c2)c(=O)n(C)c1=O | -10% | 8% | -9%[11.4 µM] | 1% | ? | 13
C/C(=N/NC(=O)c1ccc(Br)o1)c1cccc(NC(=O)c2ccc(C)o2)c1 | 50%[activator] | 2% | -37% | -7% | -4% | 6
COc1ccc(OC)c(NC(=O)COC(=O)COc2ccc(Nc3ccccc3)cc2)c1 | ? | . | -16% | . | . | -8
CCCNC(=O)N1CCN(S(=O)(=O)c2ccc3c(c2)OCCO3)CC1 | -10% | -8% | -12% | . | -5% | -4
Cc1ccc(C(=O)Nc2nnc(S(=O)(=O)N3CCCc4ccccc43)s2)cc1 | . | 6% | . | . | 2% | 51
CS(=O)(=O)N(CC(=O)N1CCCC1)c1ccccc1Br | 0% | -13% | -6% | 4% | ? | 4
CCOc1ccc(OCC)c(-c2c(=O)n(OCc3ccccc3C(=O)OC)c3ccccc3[n+]2[O-])c1 | -11% | 5% | 77%[activator] | -4% | -6% | 31
CC12C(=O)N(CCC(=O)O)C(=O)C1C1C=CC2C1 (centres undefined) | -5% | 6% | -16% | 3% | 9% | -17
CCC(C)C1NC(=O)C(C(C)=O)=C1O (centres undefined) | 0% | 3% | -14% | -22% | 3% | 63
O=C(CSc1nc2ccccc2o1)c1cc2ccccc2oc1=O | 32% | -20% | -46% | 2% | -3% | ?
CNC(=O)COC(=O)/C=C/c1cn(-c2ccccc2)nc1-c1ccc2c(c1)OCCO2 | -2% | 5% | 145%[activator] | -4% | 5% | -31
CCCn1c(C(C)NS(=O)(=O)c2ccccc2)n[nH]c1=S (centres undefined) | 22% | -13% | -16% | 10µM* | 2% | 0
Cc1nn(-c2ccc(N3CCCC3)nn2)c(C)c1CCC(=O)NCc1ccccc1 | . | 2% | . | . | 0% | -24
Cc1cccc(C)c1NC(=O)CNC(=O)c1ccc(S(=O)(=O)NCc2ccco2)cc1 | 6% | 20µM* | -20% | . | 4% | 22
COc1ccc(CCNCc2ccccc2N2CCCC2)cc1 | -8% | -32% | -3% | ? | -3% | -31
O=C1CCC2S/C(=C/Nc3ccc(C(F)(F)F)cc3)C(=O)N12 (centres undefined) | -4% | -4% | -26% | -12% | 9% | -78*
CC(C)(C)c1ccc(OCC(=O)NNC(=O)C2CCCO2)cc1 (centres undefined) | 49%[activator] | -1% | 0% | 1% | 2% | 22
CCCCn1c2c(c(=O)n(C)c1=O)C(CC(=O)OCC(=O)Nc1cccc(C(F)(F)F)c1)C(=O)N2 (centres undefined) | -3% | -19% | 37% | 6% | -18% | -1
Cc1nn(-c2ccccc2)c2c1C(c1ccc(F)cc1F)C(C#N)=C(N)O2 (centres undefined) | -1% | -13% | ? | -3% | ? | -3
COc1ccc(NC(=O)c2ccccc2[N+](=O)[O-])cc1 | -5% | 5% | -8% | -2% | ? | ?
COc1ccc(Cl)cc1NC(=S)N1CCC(c2ccc(C)cc2)C1 (centres undefined) | -19% | 10% | -2% | -1% | 3% | -34
O=C1CCc2cc(NS(=O)(=O)c3cc(F)ccc3F)cc3c2N1CC3 | 5% | 0% | -22% | . | -11% | 12
CS(=O)(=O)NN1C(=O)c2ccccc2NC1c1cccc(O)c1 (centres undefined) | 1% | 0% | -44% | 0% | ? | ?
CCCCC(CC)C(=O)NCC(C)NC(=O)C(CC)CCCC (centres undefined) | -8% | 5% | 9% | 3% | 6% | 1

Random excerpt: 5 entries already listed, in no set order.
SMILES | AMA1 RON2 block | Sm TGR inh | AmpC inh no detg | Giardia FBPA inh | AmpC inh detg | HCMV antiviral
COc1ccc(CCNCc2ccccc2N2CCCC2)cc1 | -8% | -32% | -3% | ? | -3% | -31
C/C(=N/NC(=O)c1ccc(Br)o1)c1cccc(NC(=O)c2ccc(C)o2)c1 | 50%[activator] | 2% | -37% | -7% | -4% | 6
CCC(C)C1NC(=O)C(C(C)=O)=C1O (centres undefined) | 0% | 3% | -14% | -22% | 3% | 63
O=C(CSc1nc2ccccc2o1)c1cc2ccccc2oc1=O | 32% | -20% | -46% | 2% | -3% | ?
CC(C)Cn1c(N)c(C(=O)COC(=O)c2cnc(Cl)c(Cl)c2)c(=O)n(C)c1=O | -10% | 8% | -9%[11.4 µM] | 1% | ? | 13

New compounds follow
SMILES | AMA1 RON2 block | Sm TGR inh | AmpC inh no detg | Giardia FBPA inh | AmpC inh detg | HCMV antiviral
C=CCN(C(=O)CCC(=O)Nc1cc(C)on1)C(C(=O)NC1CCCC1)c1cccnc1 (centres undefined) | -4% | -4% | -8% | -3% | -7% | 35
Cc1cccc(N2CCN(C(=O)C(Cc3ccccc3)NC(N)=O)CC2)c1C (centres undefined) | -7% | -10% | 96%[activator] | 1% | -3% | -3
COC(=O)[C@@]1(Cc2ccc(OC)cc2)[C@@H]2C(=CC(=O)[C@H]2CC(=O)C(=O)N2CCCC2)CN1C(=O)c1ccccc1 | 20% | ? | 273%[activator] | -12%&-9% | -9% | .
Cc1ccccc1S(=O)(=O)Cc1ccc(C(=O)NCCCN2CCCC(C)C2)o1 (centres undefined) | 9% | ? | -3% | -1% | -7% | -17
N#CC1=C(N)OC2=C(C(=O)CCC2)C1c1ccsc1 (centres undefined) | -6% | 0% | -23% | -18% | ? | 61
Cc1cc(C)cc(NC(=O)C(=O)NCCc2c[nH]c3ccccc23)c1 | -26% | 67%[activator] | -28% | 0% | 8% | 11
O=C(CSc1nncn1-c1ccccc1)Nc1c(F)cccc1F | -9% | -3% | 0% | -4% | -9% | -25
Cc1ccc(C(=O)N2CCN(c3ccc(NC(=S)NC(=O)Cc4ccccc4)cc3)CC2)cc1 | 16% | 2% | -23% | -1% | 2% | -28
O=S(=O)(c1ccccc1)c1nc(-c2cccc(Cl)c2)oc1NCc1ccccc1 | . | -3% | . | . | 6% | -4
O=C(c1ccccc1)N1N=C(C(F)(F)F)CC1(O)c1ccccc1 (centres undefined) | 25% | -1% | -13% | 2% | 2% | -4
CN(Cc1ccccc1)c1ccc(S(=O)(=O)N2CCC(C(=O)O)CC2)cc1[N+](=O)[O-] | 12% | 6% | 41% | 27% | -5% | -28
CC(C)CN1CC(=O)N2C(c3ccccc3)c3[nH]c4ccccc4c3C[C@H]2C1=O (some centres undefined) | 0% | -11% | 36% | 0% | -9% | 8
CCOC(=O)Cn1c(=NC(=O)c2cccs2)sc2cc(C(=O)OC)ccc21 | 7% | -8% | -12% | 5% | -11% | 36
NC(=O)COC(=O)C12CC3CC(CC(O)(C3)C1)C2 | 5% | 6% | -9% | 3% | 7% | -11
CC(=O)c1cccc(NC(=O)c2cc3sc(Cl)cc3n2C)c1 | . | 6% | . | . | -4% | 40
COC(OC)c1ccc(C#N)c(SCc2ccccc2)n1 | 55%[activator] | -5% | 0% | 3% | -4% | ?
Cn1nccc1NC(=O)NC(=O)c1c(Cl)cccc1Cl | 14% | 6% | -18% | 5% | 2% | 5
CCOc1ccc(CN2CCN(S(=O)(=O)c3ccc(NC(C)=O)cc3)CC2)cc1OC | ? | 2% | 81%[activator] | ? | 1% | 11
COc1cccc(-c2cc3nc4c(c(N5CCC6(CC5)OCCO6)n3n2)CCC4)c1 | 7% | . | 10% | -12% | -6% | 8
Cc1ccc(NC(=O)CCNS(=O)(=O)c2cc(Br)cnc2N)c(Cl)c1 | . | 1% | -19% | 15% | ? | .
O=C(CC1NCCc2ccccc21)Nc1cccc(Cl)c1 (centres undefined) | 7% | 4% | -22% | 4% | -12% | 51
CC(=O)NC(Cc1cccc(F)c1)C(=O)NC1CCN(C(=O)c2cccc(C)c2)CC1 (centres undefined) | 1% | -19% | 78%[activator] | -4% | -10% | 0
CCn1c(SCC(=O)Nc2ccc3c(c2)OCCO3)nc2c(c1=O)SC(C)C2 (centres undefined) | -1% | 5% | -30% | 9% | -2% | 31
S=c1[nH]nc(-c2cc(-c3ccccc3)n[nH]2)n1/N=C/c1c(Cl)cccc1Cl | 11% | 7% | -46% | -2% | -12% | -17
CCNC(=O)C(=O)Nc1ccc(OC)c(Cl)c1 | 6% | 0% | -10% | -1% | -7% | 16
COc1ccc(Nc2oc(COc3ccc(OC)cc3)nc2C#N)cc1 | ? | 0% | -26% | -13% | -6% | -70*
C=CCNC(=O)NC(=O)COC(=O)c1nc2nccc(C)n2n1 | -3% | -2% | -24% | 3% | -12% | -26
Cc1ccc(S(=O)(=O)NC(C(=O)Oc2ccc3c(C(F)(F)F)cc(=O)oc3c2)c2ccccc2)cc1 (centres undefined) | 16% | -9% | -21% | -1% | 10% | 19
CCOC(=O)C1CCN(c2c(N3CCN(Cc4ccccc4)CC3)c(=O)c2=O)CC1 | -1% | -3% | 37% | 4% | ? | -9
Cc1ccc2oc(=O)c(-c3nc4ccc(C)cc4[nH]3)cc2c1 | . | 4% | . | . | 4% | ?
O=c1[nH]c2ccc(N=Cc3c(O)ccc4cc(Br)ccc34)cc2[nH]1 | -5% | 32µM* | -19% | -17% | -5% | -10

Sorted by molar mass (largest number first): part of the list above
SMILES | AMA1 RON2 block | Sm TGR inh | AmpC inh no detg | Giardia FBPA inh | AmpC inh detg | HCMV antiviral
Cc1ccc(S(=O)(=O)NC(C(=O)Oc2ccc3c(C(F)(F)F)cc(=O)oc3c2)c2ccccc2)cc1 (centres undefined) | 16% | -9% | -21% | -1% | 10% | 19
S=c1[nH]nc(-c2cc(-c3ccccc3)n[nH]2)n1/N=C/c1c(Cl)cccc1Cl | 11% | 7% | -46% | -2% | -12% | -17
O=c1[nH]c2ccc(N=Cc3c(O)ccc4cc(Br)ccc34)cc2[nH]1 | -5% | 32µM* | -19% | -17% | -5% | -10
Cc1ccc2oc(=O)c(-c3nc4ccc(C)cc4[nH]3)cc2c1 | . | 4% | . | . | 4% | ?
CCNC(=O)C(=O)Nc1ccc(OC)c(Cl)c1 | 6% | 0% | -10% | -1% | -7% | 16

Outcome played no part in choosing rows; any-hit rate near 7.8%.
